CHT block = inhibitors of human choline transporter CHT; CHT-expressing cells, membrane potential dye, choline response; stronger effect = lower value; hit rate 0.86% among 310,000; High affinity choline transporter 1 (Homo sapiens), Q9GZV3; B-score at 10 µM;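 active = B-score over 3 SD under the library average, and starting fluorescence ratio not unusually high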;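 note: choline stimulus applied at its EC90 after an EC20 pre-addition; B-score computed on integrated fluorescence ratio after choline addition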
Target sequence (Q9GZV3 whole entry, looked up): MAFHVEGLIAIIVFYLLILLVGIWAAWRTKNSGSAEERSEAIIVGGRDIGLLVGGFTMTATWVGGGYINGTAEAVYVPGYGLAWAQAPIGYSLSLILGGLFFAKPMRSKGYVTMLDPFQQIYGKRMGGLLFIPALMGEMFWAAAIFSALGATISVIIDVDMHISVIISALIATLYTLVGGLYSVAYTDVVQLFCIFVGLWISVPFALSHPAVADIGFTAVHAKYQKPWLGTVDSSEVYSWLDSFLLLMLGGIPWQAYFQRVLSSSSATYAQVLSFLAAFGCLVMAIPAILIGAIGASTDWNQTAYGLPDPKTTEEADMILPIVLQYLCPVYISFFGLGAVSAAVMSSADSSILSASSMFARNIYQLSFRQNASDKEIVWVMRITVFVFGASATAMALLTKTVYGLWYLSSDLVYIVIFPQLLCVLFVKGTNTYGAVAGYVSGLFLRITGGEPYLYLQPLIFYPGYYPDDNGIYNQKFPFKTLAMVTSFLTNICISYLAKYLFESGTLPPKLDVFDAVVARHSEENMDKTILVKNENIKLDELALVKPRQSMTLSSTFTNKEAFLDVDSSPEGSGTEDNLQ
CHT allo act = CHT positive allosteric modulators, primary screen, cell-based, membrane potential dye, choline EC20. CHT-expressing cells; stronger effect = higher value; LV-AA mutant CHT in HEK293 cells. B-score at 10 µM. hit rate 0.49% among 310,000. AID 488977, 2010;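 active = initial fluorescence not abnormally high and integrated response B-score, plate-corrected, over 3 SD above library mean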
Active calls of the source: *; i = inactive. Rows were taken by chance (roughly 1.5% active in at least one column).

#	SMILES	CHT block	CHT allo act
1	OC(COCc1ccccc1)CN1CCN(c2ccccc2F)CC1 (stereo not given)	i	i
2	COc1ccc(S(=O)(=O)N2CCC(Cc3ccccc3)CC2)cc1NC(C)=O	i	i
3	O=C(CN1C2=NCCN2c2ccccc21)c1ccc2c(c1)OCO2	i	i
4	COc1ccccc1/C=N/NC(=O)NC12CC3CC(CC(C3)C1)C2	i	i
5	CC(=O)c1cccc(NC(=O)c2cc3ccccn3n2)c1	i	i
6	COC(=O)c1ccc(NC(=O)CSc2nc3ncccc3[nH]2)cc1	i	i
7	CC(C)c1cc(C(=O)NC2CCCCC2)no1	i	i
8	C=CCN(CC=C)C(=O)c1ccc(OC2CCN(Cc3ccccn3)CC2)cc1	i	i
9	CN1CCN(c2ccccc2NC(=O)c2ccc(N3CCCC3)c([N+](=O)[O-])c2)CC1	i	i
10	CC(NC=C1C(=O)OC(C)(C)OC1=O)C(=O)O (stereo not given)	i	i
11	CC(=O)N1CCN(C(=O)CCCNC(=O)c2ccc(Cl)cc2)CC1	i	i
12	Cc1ccc(OCCOCCN2CCN(C)CC2)c(C(C)(C)C)c1	i	i

Molecules above that have sulfur, in the order listed:
#	SMILES	CHT block	CHT allo act
2	COc1ccc(S(=O)(=O)N2CCC(Cc3ccccc3)CC2)cc1NC(C)=O	i	i
6	COC(=O)c1ccc(NC(=O)CSc2nc3ncccc3[nH]2)cc1	i	i

(listing goes on)
#	SMILES	CHT block	CHT allo act
13	O=C(O)c1nn(CCOc2ccc(Cl)cc2Cl)c(=O)c2ccccc12	i	i
14	CCOC(=O)C1=C(C)N=C2SC(C(=O)OC)=CC(=O)N2C1c1cccc(OC)c1 (stereo not given)	i	i
15	Cc1ccc(NC(=O)CSc2ccc(-c3ccco3)nn2)cc1	i	i
16	COCCNC(=O)CN1C(=O)CSc2ncccc21	i	i
17	Cc1ccccc1NS(=O)(=O)c1ccc(OCC(=O)NCC2CCCO2)cc1 (stereo not given)	i	i
18	O=c1cc(Nc2cccc(Br)c2)[nH]c(=O)[nH]1	i	i
19	CC(C)OCC(O)CSc1ccccn1 (stereo not given)	i	i
20	Cc1ccc(NC(=O)CN(C)S(=O)(=O)c2ccc3c(c2)n(C)c(=O)c(=O)n3C)c(C)c1	i	i
21	O=C(CSc1nncs1)NCCCc1ccccc1	i	i
22	CCOc1ccccc1CN1CCN(CCCc2ccccc2)CC1CCO (stereo not given)	i	i
23	Cc1ccc(S(=O)(=O)N2CCC(NC(=O)c3cccc(C)c3)CC2)cc1	i	i
24	COc1ccc(/C=C2\SC(=O)N(CCNC(=O)C3CC(=O)N(c4ccccc4)C3)C2=O)cc1 (stereo not given)	i	i
25	COc1ccc(CCNC(=S)Nc2ccc(OC)cc2)cc1	i	i
26	CCOC(=O)C1(Cc2cccc(Cl)c2)CCCN(C(=O)CCN2CCCC2=O)C1 (stereo not given)	i	i
27	O=C(/C=C/c1ccccc1Cl)NNC(=O)c1cccs1	i	i
28	O=C(c1ccccc1)c1ccccc1N/C=C/c1nnnn1-c1ccccc1	i	i
29	CCc1ccc2oc(C(=O)Nc3nonc3CC)c(C)c2c1	i	i
30	NC(=S)NN=C1C2CC3CC(C2)CC1C3	i	i
31	CCOc1ccc(NS(=O)(=O)c2ccc(C(=O)NCCCN3CCOCC3)cc2)cc1	i	i
32	O=C(NCCCN1CCN(CCCNC(=O)c2ccccc2F)CC1)c1ccccc1F	i	i
33	COC(=O)c1cc(NC(=O)C2CCCN(S(=O)(=O)c3c(C)n[nH]c3C)C2)cc(C(=O)OC)c1 (stereo not given)	i	i
34	O=C(CCCn1c(=O)[nH]c2ccccc2c1=O)NCCSCc1ccccc1	i	i
35	CC(=O)c1c(C)nn(C(=O)N2CCOCC2)c1C	i	i
36	O=C(NNS(=O)(=O)c1ccccc1[N+](=O)[O-])c1ccc(O)cc1	i	i
37	COc1ccc(NC(=O)CCCCC#Cc2ccccc2)cc1	i	i
38	Cc1cccc(N(C)S(=O)(=O)c2ccc(-c3cnc(C4CC4)o3)cc2)c1	i	7.3*
39	Cc1[nH]c2ccccc2c1-c1nc(N)sc1C	i	i
40	Clc1cccc(-c2cc3nc4c(c(N5CCOCC5)n3n2)CCCC4)c1	i	i
41	O=c1c2c([N+](=O)[O-])cc([N+](=O)[O-])cc2sn1Cc1ccccc1	i	i
42	CC/C(=N\NC(=O)c1c(-c2ccccc2)noc1C)c1ccc(C)o1	i	i
43	FC(F)(F)COc1nc(OCC(F)(F)F)nc(N2CCN(c3ccccc3)CC2)n1	i	7.1*
44	O=C(NC1CCCCCC1)c1ccc(OCC2CCCO2)cc1 (stereo not given)	i	i
45	COc1ccc(Nc2oc(-c3ccc(F)cc3)nc2C#N)cc1	i	i
46	CCn1c(SCC(=O)C(C)(C)C)nnc1-c1cnccn1	i	i
47	CCOC(=O)C1CCN(S(=O)(=O)c2c(C(=O)N3CCCCC3)c(C)n(C)c2C)CC1	i	i
48	O=C(Nc1cc2c3c(c1)CC(=O)N3CCC2)c1ccccc1Br	i	i

Retrieved one by one from the entries so far:
#	SMILES	CHT block	CHT allo act
41	O=c1c2c([N+](=O)[O-])cc([N+](=O)[O-])cc2sn1Cc1ccccc1	i	i
46	CCn1c(SCC(=O)C(C)(C)C)nnc1-c1cnccn1	i	i

Remaining list, next part.
#	SMILES	CHT block	CHT allo act
49	Cc1nc2ncnn2c(N2CCCC(C(=O)Nc3ccc4c(c3)CCC4)C2)c1C (stereo not given)	i	i
50	O=C(OCC(=O)N1CCCC1=O)c1ccc(F)c(S(=O)(=O)N2CCOCC2)c1	i	i
51	COc1ccc(-c2nn(-c3ccccc3)cc2/C=N/NC(=O)c2ccc3c(c2)OCO3)cc1	i	i
52	COc1ccc(N2CCN(C(=O)Cn3cnc4c(cnn4-c4ccc(C)cc4)c3=O)CC2)cc1	i	i
53	Cc1ccc(S(=O)(=O)N2CCOCC2)cc1C(=O)NC1CCCC1	i	i
54	COC(=O)c1scc2c(=O)cc(C(F)(F)F)[nH]c12	i	i
55	Cc1cc(=O)oc2cc(OCC(=O)OCC(=O)Nc3ccccc3F)ccc12	i	i
56	NC(=O)CSc1nccn1Cc1ccc2c(c1)OCO2	i	i
57	Cc1ccc(N(CC(=O)NCCc2ccccc2)C(=O)c2csnn2)cc1	i	i
58	O=C(O)C1CCCN1S(=O)(=O)c1ccc(Cl)c(Cl)c1 (stereo not given)	i	i
59	Cc1cc(NC(=O)c2ccc(S(=O)(=O)N(C)C)cc2)n(-c2ccccn2)n1	i	i
60	COCCn1nnnc1C(c1cc2cccc(C)c2[nH]c1=O)N1CCN(c2ccccc2F)CC1 (stereo not given)	i	i
61	CCOc1cccc2sc(=NC(=O)CCS(=O)(=O)c3ccc(F)cc3)n(C)c12	i	i
62	CC(=O)c1cc2c(cc1NC(=O)CCc1ccccc1)OCO2	i	i
63	COc1ccccc1C(=O)N/C(=C\c1ccc(Br)cc1)C(=O)NCCO	i	i
64	CC(C)(C)c1ccc(OCCC(=O)Nc2cccc(S(=O)(=O)N3CCCC3)c2)cc1	i	i
65	COc1ccc(CNC(=O)c2ccc3nccnc3c2)cc1	i	i
66	COc1cc(NC(=O)C2CCCN2C(=O)C2CCC(C)CC2)cc(OC)c1OC (stereo not given)	i	i
67	Cc1ccc(S(=O)(=O)NCCCCCC(=O)N(C)C)cc1	i	i
68	Cc1cc(C)c(C(=O)N2CCCC(CNS(=O)(=O)c3cccs3)C2)o1 (stereo not given)	i	i
69	C=CCNC(=O)c1onc(CSc2ccc(F)cc2)c1C(=O)NCCOC	i	i
70	Cc1ccc(-n2c(=O)[nH]c3c(C(N)=O)nc(C(C)C)nc32)cc1	i	i
71	Cc1ccc(S(=O)(=O)N2CCCC(C(=O)N3CCN(C)CC3)C2)cc1 (stereo not given)	i	i
72	Cc1ccc(CSc2nnc(-c3ccccn3)n2N)cc1	i	i
73	COCC(=O)Nc1cc(Cl)ccc1C(F)(F)F	i	i
74	COC(CNC(=O)c1ccc2c(c1)ncn2-c1ccc(C)cc1C)OC	i	i
75	CN1C(=O)c2ccc(NC(=O)CSc3ccccc3)cc2C1=O	i	i
76	CCOC(=O)c1cc2c(C(F)(F)F)cc(-c3cccnc3)nc2o1	i	i
77	O=C(CN1C(=O)CCS(=O)(=O)c2ccccc21)NCc1ccc2c(c1)OCO2	i	i
78	Clc1cccc2sc(N3CCN(c4ccccc4)CC3)nc12	i	i
79	C=CCn1c(SCC(=O)N2CCOCC2)nc2ccccc2c1=O	i	i
80	Cc1ccc(-n2c(Cc3cccs3)nnc2SCC(=O)Nc2ccc(F)c(F)c2)cc1	i	i
81	O=C(c1cc2cc(C(F)(F)F)ccc2s1)N1CCOCC1	i	i
82	O=C(O)/C=C/c1ccc(OCCCF)cc1	i	i
83	O=C(Nc1ccccc1)OCc1cc(-c2ccccc2Cl)on1	i	i
84	Cc1cccc(NC(=S)NC(C)C(c2ccccc2)N2CCN(C)CC2)c1C (stereo not given)	i	i
85	COC(=O)[C@H]1[C@H](C(=O)OC)[C@@H](C(=O)OC)N(c2ccc(OC)cc2)[C@@H]1C(=O)OC	i	i
86	COc1cc(OC)cc(C(=O)NCCCCc2ccccc2)c1	i	i
87	Cc1cccc(/C=N/n2c(C)nc3ccccc3c2=O)c1	i	i
88	Cn1c(O)c(/C=N/NC(=O)c2cc3ccccc3cc2O)c2ccccc21	i	i
89	Cc1cnc([N+](=O)[O-])n1CCOC(=O)NC(=O)c1ccccc1Cl	i	i
90	COc1cc(/C=N/NS(=O)(=O)c2ccc(C)c([N+](=O)[O-])c2)cc([N+](=O)[O-])c1O	i	i
91	COc1cc(C(Nc2ccccn2)c2c(NC(=O)c3ccco3)sc(C)c2C)cc(OC)c1OC (stereo not given)	i	i
92	CC(C)CCC(CC(C)O)C(=O)NNC(=S)Nc1ccccc1 (stereo not given)	i	i
93	O=C1NC(c2ccc3c(c2)OCO3)Nc2ccccc21 (stereo not given)	i	i
94	Cc1ccc(/C(N)=N/OC(=O)COc2ccccc2Cl)cc1	i	i
95	CN(/C(=N/S(=O)(=O)c1cccs1)c1ccccc1)c1ccc(O)cc1	i	i
96	O=C(NCC1CC1)Nc1ccccc1F	i	i
97	O=C(NC1CCCC1)C(c1ccsc1)N(C(=O)Cc1cccs1)c1cccc(F)c1 (stereo not given)	i	i
98	Cc1ncsc1C(=O)N1N=C2/C(=C/c3ccc(N4CCOCC4)cc3)CCCC2C1c1ccc(N2CCOCC2)cc1 (stereo not given)	i	i
99	CC(NC(=O)CSc1nnc(-c2cccnc2)n1N)c1ccccc1 (stereo not given)	i	i
100	Cc1ccccc1C(=O)Oc1ccc(-c2csnn2)cc1	i	i
101	COc1ccc(C(=O)NC(=S)NNC(=O)c2cnccn2)cc1OC	i	i
102	CCOC(=O)C1CCN(c2ccc(C(=O)O)cc2[N+](=O)[O-])CC1	i	i
103	COC(=O)/C=C1\SC(=NC(=O)c2cccc([N+](=O)[O-])c2)NC1=O	i	i
104	Cc1cccc(C)c1NC(=S)NNc1ncc(C(F)(F)F)cc1Cl	i	i
105	CC1CC(CCC(=O)NC(=S)Nc2ccc(S(N)(=O)=O)cc2)C(=O)O1 (stereo not given)	i	i
106	O=C(O)CN1C(=O)c2ccc(Oc3ccc([N+](=O)[O-])cc3)cc2C1=O	i	i
107	COc1ccc(OCCN(C)CC(=O)Nc2ccccc2SC)cc1	i	i
108	Cc1ccc(C)n1-n1cnc2sc3c(c2c1=O)CCCCC3	i	i

Results in sequence from the entries so far:
Nos. 97–104 in CHT allo act read i, i, i, i, i, i, i, i
Nos. 97–104 in CHT block read i, i, i, i, i, i, i, i

The list goes on:
#	SMILES	CHT block	CHT allo act
109	COc1ccccc1N1CCN(C(=O)CSc2nc(-c3ccco3)cc(C(F)(F)F)n2)CC1	i	i
110	CCCC(c1nnnn1C(C)(C)C)N1CCN(C(=O)c2ccco2)CC1 (stereo not given)	i	i
111	NS(=O)(=O)c1ccc(NC(=O)CCC(=O)c2ccc(Cl)s2)cc1	i	i
112	CC(C)[C@H](NC(=O)OC(C)(C)C)C(=O)N/N=C/c1ccc2nccnc2c1	i	i
113	CCOC(=O)/C=c1\s/c(=C\c2c(OCC)ccc3ccccc23)c(=O)n1CC(=O)NCC1CCCO1 (stereo not given)	i	i
114	COc1ccc(S(=O)(=O)NCC2CCCN(Cc3ccc(OC)cc3F)C2)cc1 (stereo not given)	i	i
115	CCOC(=O)C1(CCc2ccccc2)CCN(Cc2ccn[nH]2)CC1	i	i
116	Cc1cc(C)cc(OCC(O)CN2CCN(C(=O)c3ccco3)CC2)c1 (stereo not given)	i	i
117	CCNC(=O)/C(C#N)=C/c1c(N2CC(C)OC(C)C2)nc2ccccn2c1=O (stereo not given)	i	i
118	C#Cc1ccc([C@@H]2C=C(C(=O)O)O[C@H](OCC)[C@H]2CCCO)cc1	i	i
119	CCCn1c2ccccc2c2cc(C(=O)O)ccc21	i	i
120	N#CCSc1nnc(-c2ccccc2O)n1Cc1ccccc1	i	i
121	O=C(C1CCOCC1)N1CCC(CO)(CCc2ccccc2)CC1	i	i
122	CC(C)[C@H](NC(=O)c1cccc(S(=O)(=O)N2CCOCC2)c1)C(=O)Nc1nc2ccccc2s1	i	i
123	CC(=O)NC(C)(CC(=O)c1ccccc1)c1ccccc1 (stereo not given)	i	i
124	CC(=O)c1c(C)n(CC(=O)NCc2ccc3c(c2)OCO3)c2ccccc12	i	i

Structural class, the compounds so far with bromine
#	SMILES	CHT block	CHT allo act
18	O=c1cc(Nc2cccc(Br)c2)[nH]c(=O)[nH]1	i	i
48	O=C(Nc1cc2c3c(c1)CC(=O)N3CCC2)c1ccccc1Br	i	i
63	COc1ccccc1C(=O)N/C(=C\c1ccc(Br)cc1)C(=O)NCCO	i	i
